# Screens from PubChem.
# M4 PAM – human M4 muscarinic receptor positive allosteric modulators, primary screen, CHO-K1 cells, Fluo-8 calcium fluorescence; CHO-K1 hM4/Gqi5, ACh EC20; 0% = ACh EC20, 100% = maximal ACh; 360,000 compounds, 0.4% hits; activation, % at 3 µM; Muscarinic acetylcholine receptor M4 (Homo sapiens), P08173;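 active = activation above its plate's cutoff, the mean activation of sample wells plus 3 SD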; note: some results filed as inactive read as strong as hits
# CHRM5 agonist – human M5 muscarinic receptor agonists, primary screen, CHO-K1 cells, Fluo-8 calcium fluorescence; CHO-K1 hM5 cells; 0% DMSO wells, 100% maximal acetylcholine response; activation, % at 3 µM; 360,000 compounds, 0.19% hits; AID 624037, 2012;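 active = activation above the run's mean over test compounds plus 3 SD, cut at about 23% in these data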;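 note: signal is peak over basal fluorescence ratio across the kinetic read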
# M4 antag – human M4 muscarinic receptor antagonists, primary screen, CHO cells, Fluo-8 calcium fluorescence. Muscarinic acetylcholine receptor M4 (Homo sapiens), P08173. CHO-hM4 cells, ACh EC80. inhibition, % at 3 µM. 360,000 compounds, 0.73% hits;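 active = inhibition above its plate's cutoff, the mean inhibition of sample wells plus 3 SD, cut at about 27% in these data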;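 note: 0% = acetylcholine EC80 with DMSO and 100% = DMSO without agonist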
# IDE cell inh – human IDE inhibitors in live cells, primary screen, fluorescence polarization, HEK cells, FAbetaB substrate; inhibition, % at 5.59 µM; 320,000 compounds, 0.41% hits; FAbetaB cleavage;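 active = percent inhibition above the average of all tested compounds plus 3 SD, set per screening campaign, cut at about 16% in these data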;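 note: IDE supplied by intact live HEK cells; FP after avidin binding of uncleaved biotin substrate so inhibition keeps polarization high; 0% = DMSO wells and 100% = 60 µM reference IDE inhibitor Ii1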
# Target sequence (P14735 whole entry, looked up): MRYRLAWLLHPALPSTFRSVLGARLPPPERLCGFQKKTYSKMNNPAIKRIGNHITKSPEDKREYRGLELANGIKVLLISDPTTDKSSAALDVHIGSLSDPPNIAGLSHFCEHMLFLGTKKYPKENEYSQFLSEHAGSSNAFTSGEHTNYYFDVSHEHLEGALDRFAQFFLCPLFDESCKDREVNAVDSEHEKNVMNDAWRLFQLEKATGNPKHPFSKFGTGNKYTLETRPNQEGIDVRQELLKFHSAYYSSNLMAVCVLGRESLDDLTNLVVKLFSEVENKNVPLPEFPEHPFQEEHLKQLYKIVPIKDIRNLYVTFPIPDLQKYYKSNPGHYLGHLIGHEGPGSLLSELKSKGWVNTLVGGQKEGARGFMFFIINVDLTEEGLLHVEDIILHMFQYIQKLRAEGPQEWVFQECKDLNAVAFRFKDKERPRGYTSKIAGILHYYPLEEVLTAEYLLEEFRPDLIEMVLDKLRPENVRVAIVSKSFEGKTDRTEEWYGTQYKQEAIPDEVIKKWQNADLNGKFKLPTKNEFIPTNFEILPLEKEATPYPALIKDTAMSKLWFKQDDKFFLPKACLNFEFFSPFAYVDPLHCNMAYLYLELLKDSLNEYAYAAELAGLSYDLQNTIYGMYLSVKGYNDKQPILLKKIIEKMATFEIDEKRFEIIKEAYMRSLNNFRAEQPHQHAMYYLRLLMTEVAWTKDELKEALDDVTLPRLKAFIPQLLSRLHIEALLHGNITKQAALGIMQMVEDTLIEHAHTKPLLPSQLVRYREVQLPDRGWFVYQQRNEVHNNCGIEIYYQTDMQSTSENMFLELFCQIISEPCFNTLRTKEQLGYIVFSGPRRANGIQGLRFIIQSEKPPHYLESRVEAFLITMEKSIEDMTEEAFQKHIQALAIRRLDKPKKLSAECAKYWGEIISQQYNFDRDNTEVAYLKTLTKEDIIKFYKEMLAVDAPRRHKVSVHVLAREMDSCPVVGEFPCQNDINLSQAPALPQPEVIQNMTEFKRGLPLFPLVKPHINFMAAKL
# CRFBP-R2 block – antagonists of CRF-BP/CRF-R2 complex, primary screen, cell-based, HEK293, calcium dye fluorescence, uHTS; 350,000 compounds, 0.59% hits; inhibition, % at 11.8 µM; CRF-induced calcium fluorescence; AID 588475, 2011;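 active = inhibition of the ligand-induced calcium signal above about 50% at the single tested concentration, limit read from the data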
# CHRM5 PAM – human M5 muscarinic receptor positive allosteric modulators, primary screen, CHO-K1 cells, Fluo-8 calcium fluorescence; Muscarinic acetylcholine receptor M5 (Homo sapiens), P08912; CHO-K1 hM5, ACh EC20 PAM; 0% = ACh EC20, 100% = ACh EC100; activation, % at 3 µM; 360,000 compounds, 0.3% hits; AID 624038, 2012;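 active = activation above the run cutoff, the mean activation of all test compounds plus 3 SD, cut at about 18% in these data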
#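 Assay system: CHO-K1 hM5 cells. Also added: acetylcholine at EC20 concentration, added after compound. Dosing: 3 µM, single dose. Times: compound preincubation 140 s before EC20 acetylcholine addition. Signal: Fluo-8 calcium fluorescence. Measure: % activation relative to EC20 and EC100 ACh responses. Repeats: singlicate, one well per test compound.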
# CHRM4 agonist – human M4 muscarinic receptor agonists, primary screen, CHO-K1 cells, Fluo-8 calcium fluorescence; CHO-K1 hM4/Gqi5; vehicle 0%, full acetylcholine response 100%; AID 624127, 2012; activation, % at 3 µM; Muscarinic acetylcholine receptor M4 (Homo sapiens), P08173; 360,000 compounds, 0.14% hits;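 active = activation above the run mean over all test wells plus 3 SD, cut at about 32% in these data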;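 note: peak over basal fluorescence ratio per well then scaled between controls; 0% = DMSO wells and 100% = acetylcholine at EC100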
# CHRM5 antagonist – human M5 muscarinic receptor antagonists, primary screen, CHO cells, Fluo-8 calcium fluorescence. Muscarinic acetylcholine receptor M5 (Homo sapiens), P08912. CHO-hM5 cells, ACh EC80. inhibition, % at 3 µM. 360,000 compounds, 0.59% hits;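 active = inhibition above a per-plate cutoff, the mean of that plate's test compounds plus 3 SD, cut at about 27% in these data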;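 note: 0% = acetylcholine EC80 with DMSO and 100% = DMSO without agonist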
# CRFBP-R2 agonist – agonists of CRF-BP/CRF-R2 complex, primary screen, cell-based, HEK293, calcium dye fluorescence, uHTS; 350,000 compounds, 0.46% hits; activation, % at 13.2 µM; calcium dye fluorescence (FLIPR); percent of saturating CRF peptide response; AID 588473, 2011; CRF-binding protein / CRF receptor 2 complex (human);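 active = activation of at least 50%, plus an integration ratio under a set limit after plate pattern correction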;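 note: plate controls were neutral control wells without compound for no effect and CRF at EC100 for full effect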
# * marks the source's active call; other numbers are inactive results; nt = no result given.
no.	SMILES	M4 PAM	CHRM5 agonist	M4 antag	IDE cell inh	CRFBP-R2 block	CHRM5 PAM	CHRM4 agonist	CHRM5 antagonist	CRFBP-R2 agonist
1	CCCCNC(=O)[C@H](Cc1c[nH]c2ccccc12)NC(=O)c1ccccc1Cl	-1	1	3	3	10	-10	3	9	-1.5
2	CSC1=NC(C(Cl)(Cl)Cl)N=C(c2ccc(C)cc2)N1 (stereo unspecified)	3	-4	-2	-5	6	5	1	14	-1.6
3	Cc1ccc(C)n1-c1ccc(C(=O)Nc2ccccc2)cc1	-2	-3	0	-1	2	-1	2	8	0.6
4	CCOc1cc(N2CCOCC2)c(OCC)cc1NC(=O)c1ccc(NC(C)=O)cc1	7	-2	-5	-1	-6	-3	5	12	-0.6
5	NC(=O)C(=O)N/N=C/c1c(F)c(F)c(F)c(F)c1F	-7	2	9	7	36	3	1	12	0.9
6	COc1cc(Cl)c(C)cc1Nc1ncccn1	5	-3	-27	2	-9	5	0	-6	0.3
7	COc1ccc(NC(=O)C(c2ccc(OC)cc2)N(C)C(=O)CC2NC(=O)NC2=O)cc1 (stereo unspecified)	17	-3	-2	0	17	5	1	-10	2.9
8	COc1ccccc1/C=C/C=N/NC(=O)c1ccc(=O)n(C)c1	0	-1	-1	4	-1	2	2	3	1.9
9	COCCn1c(SCC(=O)NC2CCCCC2C)nnc1-c1ccncc1 (stereo unspecified)	8	-2	-19	7	3	-1	1	4	0.5
10	CCCCN1C(=O)C(CC(=O)NCc2cccc3ccccc23)CC(C(=O)N(C)C)=C1C (stereo unspecified)	5	2	-12	nt	-9	-4	1	1	-1.0
11	S=C1NCCOCCNC(=S)NCCOCCOCCN1	2	-2	-8	-5	-1	-4	1	10	1.0
12	COc1cccc(NC(=O)Nc2cccc(C(=O)O)c2)c1	8	-4	-4	-1	-5	-7	0	12	-0.7
13	Cc1cccnc1NC(=O)CCCNC(=O)c1ccc(Cl)cc1	3	-5	2	-2	-4	2	0	8	-0.3
14	COc1ccc(CC(=O)Nc2ccc(C(=O)NC(C)(C)C)cc2)cc1	6	-1	2	0	3	-7	2	5	8.1
15	COc1ccc(OCC(=O)N2CCN(S(=O)(=O)c3ccc(Cl)s3)CC2)cc1	-4	1	13	2	6	-15	2	21	-0.7
16	O=C(CN1c2ccccc2Sc2ccccc21)NNC(=O)Nc1ccc(Cl)c(Cl)c1	-16	-3	10	-4	-4	-10	2	10	-0.7
17	COc1cc(OC)cc(C(=O)N[C@H](C(=O)N2CCc3ccccc32)C(C)C)c1	6	-4	-9	6	37	0	-3	-2	1.1
18	C=CCOc1ccc(C=Nc2cccc(Cl)c2)c(O)c1	3	-5	7	5	5	1	2	4	-1.1
19	COC(=O)c1ccc2nc(-c3ccc(C)cc3)c(Cc3cccc(Cl)c3)n2c1	-6	-4	11	nt	nt	-16	3	7	nt
20	N#CCC(=O)Nc1ccc(C(=O)OCC(=O)NNC(=O)c2ccc(Cl)cc2)cc1	7	1	-3	1	3	0	1	7	1.8
21	Cc1ccc(NS(=O)(=O)c2cccc(C(=O)N/N=C/c3ccc4c(c3)OCCO4)c2)c(C)c1	-3	-3	-5	2	-9	-6	9	10	1.1
22	C=C(C)c1cccc(C(C)(C)NC(=O)Nn2cnnc2)c1	-3	-1	-2	1	-1	-4	1	3	0.4
23	CCCCN(CC)S(=O)(=O)c1ccc(C(=O)Nc2nnc(-c3ccccc3Cl)o2)cc1	3	-3	-9	-3	nt	3	1	4	nt
24	C=CC(=O)NC(C)(C)CCN1CCOCC1	-9	0	8	0	-4	-1	0	13	3.0
25	CCOC(=O)C1=CCN(S(=O)(=O)c2ccc(F)cc2)C1c1cccc(F)c1 (stereo unspecified)	-13	-4	3	nt	nt	-7	8	5	nt
26	Cc1ccc(NC(=O)C2CSC3(C)CCC(=O)N23)cc1S(=O)(=O)N1CCCCCC1 (stereo unspecified)	7	1	-12	0	-12	-16	12	-2	-1.2
27	COc1ccc(S(=O)(=O)N(C)C)cc1NC(=O)CCCSc1ccccc1	3	-2	1	5	4	0	6	4	-0.1
28	CC(=O)N(C)C[C@@H]1Oc2ncc(C#Cc3ccc(F)cc3)cc2C(=O)N([C@@H](C)CO)C[C@H]1C	7	1	-8	nt	10	1	1	-5	3.0
29	C#CCOCCOCCOCCNc1nc(N2CCOCC2)nc(N2CCN(C(=O)[C@H](CO)n3cc([C@@H](N)C(C)C)nn3)CC2)n1	7	2	-7	-2	7	-3	1	4	0.4
30	CCSc1nnc(NC(=O)CCNS(=O)(=O)c2ccccc2F)s1	-4	-3	4	-2	-4	-5	0	18	-0.5
31	Nc1nc(=S)c2ncn(C3OC(CO)C(O)C3O)c2[nH]1 (stereo unspecified)	-1	-2	-19	0	0	5	1	0	0.5
32	CCOC(=O)C(=CNc1ccc(Oc2cccnc2)nc1)C(=O)OCC	2	2	3	2	14	6	-2	2	-1.3
33	Cc1ccc(S(=O)(=O)Nc2ccc(C(=O)NCCCn3ccnc3)cc2)cc1[N+](=O)[O-]	9	-5	-1	0	6	10	-1	3	-0.1
34	Cc1ccc(NC(=O)Nc2nnc(-c3ccccc3)o2)cc1	6	-1	-2	1	10	-6	0	5	-0.2
35	COc1cc(CNc2ccc3[nH]c(=O)[nH]c3c2)ccc1OCC(=O)NC(C)(C)C	13	1	-6	2	5	7	2	-9	-3.8
36	CC(=NC1CCCC1)c1c(C)[nH]n(-c2nc3ccccc3s2)c1=O	-5	1	15	6	-23	0	2	2	0.4
37	CC(=NNC(=O)c1ccc(NS(=O)(=O)c2ccc(Br)cc2)cc1)c1cccnc1	6	0	-7	4	-6	-2	0	1	0.2
38	COc1ccc(NC(=O)CCCC(=O)c2ccccc2)cc1OC	1	0	2	5	9	-2	4	2	-0.5
39	COc1ccc2c(c1)C=CC1(O2)N(CCO)c2ccccc2C1(C)C (stereo unspecified)	10	-6	3	7	-4	-9	2	-3	-0.7
40	Fc1ccc(Nc2ccc3ccccc3n2)c(F)c1	-12	-5	-4	-2	-20	-4	-1	-9	0.7
41	COc1cc(OC)cc(-c2cc(N)n(S(=O)(=O)Cc3ccccc3)n2)c1	5	8	-17	-3	3	-10	8	1	-3.0
42	CCN(CC)S(=O)(=O)c1ccc(Cl)c(C(=O)Nc2nnc(C)s2)c1	-3	2	-3	-2	-4	-4	0	-10	-1.3
43	C=C(CC)C(=O)c1ccc(OCC(=O)O)c(Cl)c1Cl	-2	0	0	8	4	4	0	-5	0.4
44	O=C(CCCNS(=O)(=O)c1cccs1)N1CCN(c2cccc(Cl)c2)CC1	-2	-6	-2	4	9	-9	9	-1	0.5
45	CC1(C)CC(=O)C(C=NCCN2CCN(C3CC(=O)N(c4ccc(Br)cc4)C3=O)CC2)=C(O)C1 (stereo unspecified)	-14	1	3	4	5	-12	21	18	-0.3
46	O=C(/C=C/c1cccs1)NC1CCS(=O)(=O)C1 (stereo unspecified)	5	2	-10	3	-5	8	1	-7	1.1
47	Cc1ccccc1S(=O)(=O)N(C)C[C@H]1OCc2cnnn2CCCC(=O)N([C@H](C)CO)C[C@H]1C	1	-1	-29	nt	4	-1	0	-13	0.7
48	CC(C)C[C@H]1CNC(=S)N1CC1CCCN1C[C@H](CC(C)C)N1C[C@H](Cc2ccc(O)cc2)N(CC2CCCCCC2)C1=S (stereo partly specified)	-1	1	-5	nt	8	-11	0	18	1.1
49	CNC(=O)CSc1cnc2ccccc2n1	-15	-3	-5	4	17	10	1	-20	-1.4
50	COc1ccc(Cl)cc1NC(=O)Cn1nnc(C(=O)NCCc2ccc(OC)c(OC)c2)c1N	-4	0	-3	-2	-11	-4	12	14	-0.1

# Further entries
no.	SMILES	M4 PAM	CHRM5 agonist	M4 antag	IDE cell inh	CRFBP-R2 block	CHRM5 PAM	CHRM4 agonist	CHRM5 antagonist	CRFBP-R2 agonist
51	O=C(c1n[nH]c2ccccc12)N1CCOCC1	1	-2	-1	0	20	4	1	-6	2.9
52	CC(Sc1n[nH]c(N)n1)C(=O)C12CC3CC(CC(C3)C1)C2 (stereo unspecified)	4	3	1	-5	3	4	1	2	-0.6
53	COc1ccc(NC(=O)CCC(=O)OCc2ccc(C(=O)Oc3ccc(Cl)cc3)cc2)cc1	2	0	5	-4	7	2	0	0	9.8
54	O=C(CSc1nnc(C2CC2)n1C1CC1)c1cc(F)ccc1F	11	4	-13	nt	-11	-3	0	8	1.2
55	CC1(C)Cc2c(sc(NC(=O)Cc3ccccc3)c2C#N)C(C)(C)N1	11	-1	-16	nt	-2	4	2	-10	-1.8

# Reprinted from the entries so far (ten entries):
no.	SMILES	M4 PAM	CHRM5 agonist	M4 antag	IDE cell inh	CRFBP-R2 block	CHRM5 PAM	CHRM4 agonist	CHRM5 antagonist	CRFBP-R2 agonist
1	CCCCNC(=O)[C@H](Cc1c[nH]c2ccccc12)NC(=O)c1ccccc1Cl	-1	1	3	3	10	-10	3	9	-1.5
2	CSC1=NC(C(Cl)(Cl)Cl)N=C(c2ccc(C)cc2)N1 (stereo unspecified)	3	-4	-2	-5	6	5	1	14	-1.6
3	Cc1ccc(C)n1-c1ccc(C(=O)Nc2ccccc2)cc1	-2	-3	0	-1	2	-1	2	8	0.6
4	CCOc1cc(N2CCOCC2)c(OCC)cc1NC(=O)c1ccc(NC(C)=O)cc1	7	-2	-5	-1	-6	-3	5	12	-0.6
5	NC(=O)C(=O)N/N=C/c1c(F)c(F)c(F)c(F)c1F	-7	2	9	7	36	3	1	12	0.9
6	COc1cc(Cl)c(C)cc1Nc1ncccn1	5	-3	-27	2	-9	5	0	-6	0.3
7	COc1ccc(NC(=O)C(c2ccc(OC)cc2)N(C)C(=O)CC2NC(=O)NC2=O)cc1 (stereo unspecified)	17	-3	-2	0	17	5	1	-10	2.9
8	COc1ccccc1/C=C/C=N/NC(=O)c1ccc(=O)n(C)c1	0	-1	-1	4	-1	2	2	3	1.9
9	COCCn1c(SCC(=O)NC2CCCCC2C)nnc1-c1ccncc1 (stereo unspecified)	8	-2	-19	7	3	-1	1	4	0.5
10	CCCCN1C(=O)C(CC(=O)NCc2cccc3ccccc23)CC(C(=O)N(C)C)=C1C (stereo unspecified)	5	2	-12	nt	-9	-4	1	1	-1.0
